High-throughput results deposited in PubChem by several laboratories.
TRPML3 ag = agonists of human TRPML3 channel. HEK293 TRPML3-YFP, Fluo-8 calcium fluorescence; 100% = the carbachol control signal. activation, % at 3 µM. 220,000 compounds, 0.29% hits. AID 1448;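 active means activation above its plate's cutoff, the mean activation of the plate's test wells plus 3 SD, cut at about 12% in these data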;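 further: 0% = DMSO only wells and 100% = carbachol wells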
Target sequence (Q8TDD5 whole entry, looked up): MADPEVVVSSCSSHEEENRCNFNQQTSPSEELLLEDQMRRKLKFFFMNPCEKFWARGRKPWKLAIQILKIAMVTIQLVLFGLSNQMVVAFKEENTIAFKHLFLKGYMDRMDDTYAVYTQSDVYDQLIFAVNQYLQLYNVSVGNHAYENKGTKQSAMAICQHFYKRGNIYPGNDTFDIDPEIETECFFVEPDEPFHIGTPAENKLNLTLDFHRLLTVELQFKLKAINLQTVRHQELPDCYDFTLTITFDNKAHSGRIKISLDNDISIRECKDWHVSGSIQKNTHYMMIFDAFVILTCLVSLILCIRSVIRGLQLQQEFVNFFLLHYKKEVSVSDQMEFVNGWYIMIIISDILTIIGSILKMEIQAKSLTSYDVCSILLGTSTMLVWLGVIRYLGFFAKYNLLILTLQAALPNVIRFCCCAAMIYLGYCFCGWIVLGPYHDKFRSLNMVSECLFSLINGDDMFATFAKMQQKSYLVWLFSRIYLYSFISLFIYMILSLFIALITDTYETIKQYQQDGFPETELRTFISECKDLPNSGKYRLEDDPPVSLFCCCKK
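Material: TRPML3-YFP stable HEK293 cells | Dosing: One concentration, 3 µM nominal, 0.3% DMSO | Timing: 125 s total fluorescence read per well | Technique: Fluo-8 calcium dye fluorescence, ex 470-495, em 515-575 nm | Measure: Percent activation from peak-to-basal fluorescence ratio, scaled between DMSO and carbachol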
PPC-1+TRAIL kill = compounds killing PPC-1 cancer cells with TRAIL present (potentiator screen, no TRAIL-free arm); 220,000 compounds, 0.41% hits; cell killing (% activity), % at 4 µM; PPC-1 cells + TRAIL, ATPLite viability luminescence;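 active means cell killing above 50% in the first pass at 4 µM, then a duplicate retest at 5 µM averaging 50% or more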;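 further: plate controls were cells with TRAIL plus DMSO for no effect and medium-only wells lacking cells for full effect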
Furin inhibitor = human furin inhibition; P09958; purified furin, fluorogenic substrate cleavage; AID 463115; 220,000 compounds, 0.061% hits; inhibition, % at 30 µM; in the data active means inhibition above about 25%; further: inactives centre near -15
KCC2 mod = modulators of human KCC2 chloride dependent transport. AID 1456. 190,000 compounds, 2.2% hits. B-score of Tl+ flux slope (higher = more flux/activation; lower = inhibition) at 10 µM. KCC2 cells, thallium flux FluoZin-2 fluorescence. Q9H2X9;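 active means thallium flux slope and its plate-corrected score both differing from the plate sample mean at a set confidence after two filtering rounds, in either direction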;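 further: slope of fluorescence scaled to starting intensity during 10 to 20 s after thallium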
thrombin 1536 = thrombin (human) inhibition. AID 1046. inhibition, % at 5 µM. 220,000 compounds, 0.26% hits. alpha-thrombin, Boc-VPR-AMC fluorogenic substrate cleavage;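 active means inhibition at or above 40%; inactive means inhibition below 40%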;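 further: 0% = enzyme with no compound and 100% = wells without enzyme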
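Test system: human alpha-thrombin; medium: pH 7.5 Tris-saline with Tween 20; times: reaction at room temperature; signal: AMC fluorescence at 355 nm excitation and 460 nm emission; also added: Boc-VPR-AMC substrate, 15 µM final; dosing: one concentration per compound, 5 µM, with 0.2% DMSO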
EBV gp42 inh = inhibitors of Epstein-Barr virus glycoprotein 42 | Q1HVG2 | Fluorescence polarization binding assay, mP read-out | inhibition, % (tested at 21.74 µM) | 220,000 compounds, 0.42% hits | AID 1085; in the data active means inhibition above about 50%
Target sequence (Q1HVG2 whole entry, looked up): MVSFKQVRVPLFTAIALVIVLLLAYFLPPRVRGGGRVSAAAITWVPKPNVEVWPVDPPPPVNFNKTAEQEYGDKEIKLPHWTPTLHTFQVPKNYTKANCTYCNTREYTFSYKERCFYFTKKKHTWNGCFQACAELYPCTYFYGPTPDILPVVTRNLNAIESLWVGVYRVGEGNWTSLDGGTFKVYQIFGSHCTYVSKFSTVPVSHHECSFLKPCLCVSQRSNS
Tb hexokinase = blocks Trypanosoma brucei hexokinase 1 activity. inhibition, % at 10 µM. recombinant TbHK1, G6PDH-coupled NADH A340. AID 1430. 220,000 compounds, 0.11% hits;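 active means inhibition of 50% or more in the single-dose primary screen; inactive means inhibition below 50%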
Calpain2 inh = calpain II (pig) inhibition; AID 1236; purified calpain II, fluorogenic peptide substrate, 30 min; 220,000 compounds, 0.37% hits; inhibition, % at 16 µM;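 active means inhibition above about 50%, limit read from the data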
TRPN1 ag = agonists of zebrafish TRPN1 channel. activation, % at 3 µM. 220,000 compounds, 0.18% hits. HEK293 zebrafish TRPN1-YFP, Fluo-8 calcium fluorescence; 100% = response to 87 µM carbachol;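 active means activation above its plate's cutoff, the mean activation of test wells on that plate plus 3 SD, cut at about 19% in these data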;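 further: 0% = DMSO alone and 100% = 87 µM carbachol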
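Material: zebrafish TRPN1-YFP in HEK293 cells; Doses: single test compound dose, 3 µM nominal, 0.3% DMSO; Timing: dye loading 1 h at 37 °C, then 30 min room temperature; Technique: intracellular calcium fluorescence with Fluo-8; Benchmarks: high carbachol 87 µM, low DMSO alone.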
Active calls of the source: *; i = inactive; . = not tested or not shown; [ ] = dose if it differs, or a comment.

cpd	Molecule	TRPML3 ag	PPC-1+TRAIL kill	Furin inhibitor	KCC2 mod	thrombin 1536	EBV gp42 inh	Tb hexokinase	Calpain2 inh	TRPN1 ag
1	NC(=O)C(=O)N/N=C/c1c[nH]c2ccc(Br)cc12	0.8	-2	-2	0.71	-13	-21	-36	-11	0.9
2	C/C(=N/NC(=O)c1cccc(N2CCCC2=O)c1)c1ccncc1	0.3	8	-12	-0.031	-10	-7	0	-27	1.5
3	CCNc1nc(Cl)nc(N(NC(C)=O)C(C)CC)n1 (stereo not drawn)	0.6	31	-16[20 µM]	.	3	-10	-9	2	0.9
4	O=S(=O)(NCC(c1cccnc1)N1CCN(c2ccccc2)CC1)c1cccs1 (stereo not drawn)	0.2	14	-14[20 µM]	.	-7	6	-11	-22	1.2
5	c1csc(-c2csc3nc(CN4CCOCC4)nc(NCc4ccc5c(c4)OCO5)c23)c1	-1.5	2	-13	-2.5	-2	4	-13	25	-1.1
6	CCOC(=O)/C=C1\NC(C)(C)Cc2cc(OC)c(O)cc21	-1.4	10	-21	1	8	-14	-32	-25	-1.1
7	CC(=O)Nc1ccc2[nH]c(C)cc(=O)c2c1	0.2	-12	-24[20 µM]	0.71	-2	-6	-18	-59	-0.5
8	CCc1c(C)sc2nc3c(C(=O)N4CCOCC4)cc(C(=O)c4ccccc4O)cn3c(=O)c12	0.6	30	-20	-0.027	-3	-6	-9	-86	-0.7
9	O=C(NNC(=O)c1ccc2nonc2c1)Nc1ccc(Cl)cc1	-0.3	-21	-17	i	-2	-7	-8	22	0.9
10	COc1cccc(Nc2nnc(SCc3cc([N+](=O)[O-])cc4c3OCOC4)s2)c1	0.1	23	-6[20 µM]	0.3	1	1	2	19	0.0
11	CCOc1cc(-c2nc(-c3ccccc3)c(-c3cc([N+](=O)[O-])ccc3C)[nH]2)ccc1O	-0.2	1	-15[20 µM]	-0.14	4	-1	-23	-27	0.2
12	Cc1cc(C)cc(NC(=O)COC(=O)c2cc(C)oc2C)c1	-0.1	20	-15	1.4	10	0	5	34	0.5
13	C/C(=N\NC(=O)c1cccnc1)c1c(O)cc(C)oc1=O	0.8	11	-5	0.73	-3	3	-21	23	-1.2
14	COc1ccc(CNc2ncnc3cc(Cl)ccc23)cc1	3.1	4	-29	-0.17	-4	2	-4	20	4.1
15	C/C(Cn1cnc([N+](=O)[O-])n1)=N/NC(=O)COc1ccccc1Cl	0.1	-3	-25	-0.0052	-3	0	7	-9	0.1
16	COC(C[C@H](O)[C@H](C)[C@H](O)COCc1ccccc1)OC	.	23	1	0.36	-2	-10	-3	12	.
17	CC(=O)Nc1ccc(OCCOc2ccc(/C=C3/C(=N)N4C=CSC4=NC3=O)cc2)cc1	0.2	13	-12	-0.58	-3	1	-17	10	2.8
18	CSC1=C(C#N)C(c2ccccc2C)C(C#N)=C(N)N1 (stereo not drawn)	-0.9	-9	-18	.	1	3	-14	-38	-1.3
19	CC(=O)Nc1ccc(-c2csc(Nc3ccc(Cl)cn3)n2)cc1	1.6	21	-17	1.7	-15	-3	-4	32	11
20	CCc1nc2cc(C)nn2c2nc3ccccc3n12	0.4	3	-20	0.22	14	-6	-5	5	1.5
21	S=C(NCc1ccco1)Nc1ccc(Cl)c(Cl)c1	5.0	19	-25[20 µM]	-2.1	-4	-5	1	23	15
22	O=C(CSc1nnc(-c2ccncc2)o1)NCc1ccccc1Cl	0.6	15	-15	0.6	-6	-4	-11	-4	2.2
23	CC(=O)c1sc(N/N=C\c2ccc(Br)cc2)nc1C	0.7	-1	-14	-0.48	-11	-5	-7	7	1.4
24	N#CCCSCc1ccc(C(=O)O)o1	-0.1	1	-7[20 µM]	-0.22	-3	9	2	2	1.3
25	N#CCc1ccc(C(=O)c2ccccc2F)s1	-0.4	16	-23[20 µM]	.	-4	-12	0	-23	1.4
26	COCCn1c(=NC(=O)C2COc3ccccc3O2)sc2cc(S(N)(=O)=O)ccc21 (stereo not drawn)	1.3	5	-18	-0.95	-4	-9	-4	12	1.3
27	CC(C)NC(=S)N=Nc1c(O)[nH]c2ccc([N+](=O)[O-])cc12	-0.2	17	-26	2	2	7	0	-26	-2.8
28	Cc1nn(C)cc1NC(=O)c1cc2nc(-c3ccco3)cc(C(F)(F)F)n2n1	1.4	9	-6	1.1	0	-12	-19	-44	1.5
29	Cc1cc(NC(=O)C2CCC2)n(-c2ccccn2)n1	0.8	23	-17	-1.3	4	-17	-2	-18	-0.2
30	COc1ccccc1NS(=O)(=O)c1cccc(NC(=O)Nc2ccc(Cl)cc2)c1	2.3	10	-13	0.68	-3	11	8	-23	8.4

Pulled by structure from above:
cpd	Molecule	TRPML3 ag	PPC-1+TRAIL kill	Furin inhibitor	KCC2 mod	thrombin 1536	EBV gp42 inh	Tb hexokinase	Calpain2 inh	TRPN1 ag
17	CC(=O)Nc1ccc(OCCOc2ccc(/C=C3/C(=N)N4C=CSC4=NC3=O)cc2)cc1	0.2	13	-12	-0.58	-3	1	-17	10	2.8
25	N#CCc1ccc(C(=O)c2ccccc2F)s1	-0.4	16	-23[20 µM]	.	-4	-12	0	-23	1.4
30	COc1ccccc1NS(=O)(=O)c1cccc(NC(=O)Nc2ccc(Cl)cc2)c1	2.3	10	-13	0.68	-3	11	8	-23	8.4
20	CCc1nc2cc(C)nn2c2nc3ccccc3n12	0.4	3	-20	0.22	14	-6	-5	5	1.5

Additional entries.
cpd	Molecule	TRPML3 ag	PPC-1+TRAIL kill	Furin inhibitor	KCC2 mod	thrombin 1536	EBV gp42 inh	Tb hexokinase	Calpain2 inh	TRPN1 ag
31	CCc1ccccc1-n1c(SCC(=O)N2CCCC2)nc2[nH]ncc2c1=O	0.5	26	-19	-0.35	-3	-8	-3	-17	1.7
32	Cc1c(C(=O)O)oc2c1/C(=N\O)CCC2	0.9	23	-7	0.21	-2	-6	28	-3	-0.9
33	CCOc1ccc(C2CC(=O)NC(SCC(=O)OC)=C2C#N)cc1 (stereo not drawn)	-0.6	23	-3	.	-5	3	-4	24	-0.5
34	Cc1ccc(NC(=O)CN(C)C(=O)CCOc2ccccc2C)cc1	0.5	8	-10	-1.5	-1	-14	-3	0	-0.6
35	Nc1ccc2oc(-c3ccc4nc[nH]c4c3)nc2c1	1.0	31	-4[20 µM]	-0.23	2	-13	-34	-287	-0.7
36	CCN(CC)C(=O)CN(c1cccc([N+](=O)[O-])c1)S(=O)(=O)c1ccccc1	-0.7	7	-23	-0.029	-14	-2	-7	-33	-0.2
37	CSC1=NCCN1S(=O)(=O)c1ccc(Cl)cc1	-0.2	1	-27	-0.048	4	-14	-4	-31	-1.2
38	COC(=O)c1cc(-c2ccccc2)n[nH]1	0.0	2	0	.	-1	2	6	-18	-0.5
39	Cc1ccc(S(=O)(=O)N2CCC(C(=O)NCCCN3CCCCCC3)CC2)cc1	-0.4	30	-29	0.33	5	-8	7	-14	-0.1
40	COc1ccc2cc(C(=O)C3CCCN(C(=O)c4cnccn4)C3)ccc2c1 (stereo not drawn)	-0.1	18	-25	-0.46	-5	-13	-22	22	-0.5
41	CC1=NOC(=O)/C1=C\c1ccc(-c2ccccc2Br)o1	-0.5	.	-9	-0.3	7	-4	11	-33	-1.5
42	O=C(Nc1nc2c(Br)cc(Br)cc2c(=O)s1)C1CCC1	0.9	-17	-23	9.9*	2	-17	-14	-13	3.0
43	Cc1ccc(N(Cc2cc3ccccc3[nH]c2=O)C(=O)c2ccco2)c(C)c1	-1.6	10	-25	.	2	-6	-8	-19	-0.7
44	CCOC(=O)C1=C(C)Nc2nc(C)nn2C1c1ccc(C)cc1 (stereo not drawn)	0.3	-4	-17	-0.16	2	-3	-1	-16	0.1
45	CC(C)Oc1ccc(CNC(=S)N/N=C/c2ccc([N+](=O)[O-])cc2)cc1	0.3	-21	-10[20 µM]	3.6*	-8	-8	29	-5	-1.6
46	O=C(Nc1ccc2ccccc2c1)NC1CCS(=O)(=O)C1 (stereo not drawn)	0.7	4	-3	-0.71	.	2	-5	-16	0.9
47	CCOC(=O)c1c(-c2cccc3ccccc23)csc1NC(=O)C1C2CCC(O2)C1C(=O)O (stereo not drawn)	1.1	21	-18	0.63	-10	-4	1	-33	2.5
48	O=C(NNC(=S)NC(=O)c1cccs1)c1ccc(NC(=O)c2ccccc2)cc1	-0.6	9	-23	0.59	-3	-17	19	-59	-2.6
49	COCCNC(=O)c1ccc2c(c1)ncn2-c1ccc(F)c(F)c1	0.0	21	-15	0.78	1	-8	4	-9	1.4
50	Cc1[nH]n(-c2ccccc2)c(=O)c1C=Nc1ccc2[nH]c(=O)[nH]c2c1	0.7	9	-4	-0.58	-9	-13	-17	1	0.9
51	CCOc1ccc(NC(=O)CSc2nc(C)cc(C)n2)cc1	0.3	-8	-8[20 µM]	-0.33	-1	-17	3	-12	1.0
52	COc1ccc(OC)c(NC(=O)CSc2nnc(Cn3nnc4ccccc43)n2C)c1	-0.4	13	-7[20 µM]	1.1	3	4	3	-24	-0.3
53	CC#CC[N+](C)(CC#CC)CC(=O)c1ccccc1	0.9	-2	-12	.	-1	-3	-6	-29	-1.1
54	CC(C)(C)N(NC(=O)c1ccccc1)C(=O)c1ccc(C(=O)N(NC(=O)c2ccccc2)C(C)(C)C)cc1	1.3	4	-21	0.89	-2	4	17	7	-0.3
55	COC(=O)CSc1cc(C(=O)c2nccn2C)c2ccccc2n1	-0.4	14	-10	0.072	3	10	-12	-6	0.0
56	CCN(CC)CCNC(=O)NC1CCCCC1	1.3	21	-14	0.45	1	-19	3	-19	2.1
57	COc1ccc(C(=O)N(Cc2ccco2)C(C(=O)NC2CCCC2)c2ccc(O)cc2)cc1OC (stereo not drawn)	0.6	18	4[20 µM]	0.4	1	-14	7	-35	1.4
58	CCOc1nc2ccccc2nc1C	0.9	-6	-16[20 µM]	-1.5	-2	-11	3	15	1.5
59	Cc1nn(-c2ccccc2)c(C)c1/C=N/NC(=O)c1cc(-c2ccc(Br)s2)[nH]n1	0.3	-12	-26	.	1	-13	-26	-10	0.7
60	CC(C)c1ccc(/C=C/C(=O)CCC(=O)O)cc1	0.6	16	-26	1.5	-3	-22	-9	-32	1.4
61	O=C1OC(c2ccccc2)c2ccc3ccccc3c21 (stereo not drawn)	0.7	-1	-19	-0.71	-6	-16	-3	6	-2.0
62	CCOC(=O)C1CCN(C(=O)COC(=O)COc2ccccc2OC)CC1	0.9	2	-27	0.34	-7	7	5	-18	0.8
63	CCN(CC)c1ccc(/C=C(/C#N)c2nc3ccc(C)cc3[nH]2)c(OC(C)C)c1	23*	14	-26	i	-4	67*	-7	-6	30*
64	CC[n+]1ccc(C[n+]2ccccc2)c2ccccc21	0.3	-2	-4	0.34	-9	-109	16	0	0.1
65	O=C1CC(N2CCC(O)(c3ccc(Cl)cc3)CC2)C(=O)N1Cc1ccc(N2CCCC2=O)cc1 (stereo not drawn)	1.5	8	-9[20 µM]	-0.084	0	8	0	-4	6.3
66	CC(C)(C)c1csc(N/N=C/c2cccnc2)n1	3.7	0	-23	0.9	-5	-2	-8	51*	4.1
67	Cc1c(C(=O)NC(C)C)c(-c2ccccc2)nn1-c1ccccc1	-0.1	29	-18	-0.59	5	-9	1	19	0.1
